Wee1 stabilizer: Wee1 degradation inhibitors, primary screen, cell-based, HeLa, Wee1K328M-luciferase, luminescence. Wee1-like protein kinase (Homo sapiens), P30291. HeLa Luc-Wee1K328M stability; 100% = proteasome inhibitor MG132 effect. reporter increase, % at 5 µM. 1.2% of 220,000 active. AID 1321, 2008;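 active means activation above the mean of all tested compounds plus 3 SD, set per screening run, cut at about 8.8% in these data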;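 further: cells exposed to compound for 20 h before luminescence read; 0% = DMSO alone and 100% = MG132 at 30 µM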
EP2 antag: human EP2 receptor antagonists, primary screen, TR-FRET cAMP, C6 glioma cells | Prostaglandin E2 receptor EP2 subtype (Homo sapiens), P43116 | C6 glioma cells expressing human EP2; cells stimulated with saturating PGE2 | inhibition, % at 25 µM | 0.52% of 260,000 active | AID 1422, 2008;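 active means percent inhibition above 40 after rounding to a whole number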;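 further: rat C6 glioma host cells with rolipram phosphodiesterase inhibitor present; the protocol text gives 20 µM as final concentration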
PPC-1+TRAIL kill: compounds killing PPC-1 cancer cells with TRAIL present, primary screen, TRAIL potentiator project, ATPLite luminescence, uHTS. AID 1443, 2008. 0.41% of 220,000 active. cell killing (% activity), % at 4 µM. PPC-1 cells + TRAIL, ATPLite viability luminescence;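 active means cell killing above 50% in the first pass at 4 µM, then a duplicate retest at 5 µM averaging 50% or more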;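 further: plate controls were cells with TRAIL plus DMSO for no effect and medium-only wells lacking cells for full effect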
TbHK1 inh: Trypanosoma brucei hexokinase 1 inhibitors, primary screen, biochemical, G6PDH-coupled NADH absorbance, MLSCN library | recombinant TbHK1, G6PDH-coupled NADH A340 | 0.11% of 220,000 active | inhibition, % at 10 µM;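 active means inhibition of 50% or more in the single-dose primary screen; inactive means inhibition below 50%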
zVAD death inh: inhibitors of zVAD-triggered necroptosis, primary screen, L929 cells; L929 zVAD necroptosis rescue, ATP luminescence, 24 h; with zVAD 60 µM; viability rescue, % at 10 µM; 0.38% of 220,000 active; AID 1377, 2008;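 active means activation, scaled between plate controls, above about 75%, limit read from the data; inactive means activation under that limit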;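 further: 0% = zVAD with DMSO and 100% = DMSO alone without zVAD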
FXIIa inh: human FXIIa protease inhibitors, primary screen, biochemical, 1536-well; Coagulation factor XII (Homo sapiens), P00748; purified FXIIa, Boc-QGR-AMC fluorogenic substrate, 2 h; inhibition, % at 5 µM; 0.3% of 220,000 active; AID 800, 2007; in the data active means inhibition above about 40%;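 further: 0% = enzyme with no compound and 100% = blank without enzyme; many of its hits are not listed in these tables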
TNF death inh: inhibitors of TNF-alpha triggered necroptosis, primary screen, cell-based, Jurkat FADD-/-, single concentration; Jurkat FADD-/- TNF necroptosis rescue, ATP luminescence, 24 h; 0 = TNF only, 100 = no-TNF cells; 0.068% of 220,000 active; activation (protection from cell death), % at 10 µM;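 active means activation, meaning protection from cell death, of at least 50% relative to plate controls; inactive means activation below 50%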;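 further: necroptosis triggered by 40 ng/mL TNF-alpha added together with compound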
CHOP inhibitor: inhibitors of CHOP promoter induction, primary screen, cell-based, unfolded protein response, luciferase reporter. CHO-K1 CHOP-promoter luciferase, tunicamycin-induced, 15-18 h. 3.8% of 220,000 active. inhibition, % at 10 µM. AID 2732, 2010;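 active means compounds that reduced the stress-induced luciferase reporter signal by more than about 70% of percent inhibition, limit read from the data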;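 further: 0% = tunicamycin plus vehicle and 100% = wells without tunicamycin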
FXIa inh 1536: human FXIa protease inhibitors, primary screen, biochemical, 1536-well | Coagulation factor XI (Homo sapiens), P03951 | purified FXIa, Boc-Glu-Ala-Arg-AMC fluorogenic substrate | inhibition, % at 5 µM | 0.14% of 220,000 active | AID 798, 2007;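 active means inhibition of at least 40%; inactive means inhibition below 40%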;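 further: fluorescence of freed AMC excited at 355 nm; 0% = enzyme without compound and 100% = no enzyme blank; many of its hits are not listed in these tables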
Target sequence (P03951 19-387 limits assumed): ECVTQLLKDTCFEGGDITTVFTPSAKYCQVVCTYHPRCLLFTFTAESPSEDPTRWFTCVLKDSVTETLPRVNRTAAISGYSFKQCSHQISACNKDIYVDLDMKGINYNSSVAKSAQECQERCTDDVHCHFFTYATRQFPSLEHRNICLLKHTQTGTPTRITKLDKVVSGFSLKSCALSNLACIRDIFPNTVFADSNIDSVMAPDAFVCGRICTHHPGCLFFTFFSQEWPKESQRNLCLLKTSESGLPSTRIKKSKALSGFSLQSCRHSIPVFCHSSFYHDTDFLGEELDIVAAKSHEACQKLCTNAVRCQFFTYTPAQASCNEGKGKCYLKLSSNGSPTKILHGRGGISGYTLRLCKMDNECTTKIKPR
Target sequence (P03951 388-625 limits assumed): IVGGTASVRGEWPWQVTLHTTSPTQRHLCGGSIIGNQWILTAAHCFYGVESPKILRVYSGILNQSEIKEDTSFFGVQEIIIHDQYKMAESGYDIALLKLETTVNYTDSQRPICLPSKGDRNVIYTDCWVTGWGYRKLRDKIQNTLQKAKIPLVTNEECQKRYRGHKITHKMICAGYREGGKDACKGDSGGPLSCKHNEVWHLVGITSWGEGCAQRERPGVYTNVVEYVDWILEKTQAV
Numbers without * were called inactive; · = not tested or not shown.

The opening three records, ahead of the listing:
entry	Compound	Wee1 stabilizer	EP2 antag	PPC-1+TRAIL kill	TbHK1 inh	zVAD death inh	FXIIa inh	TNF death inh	CHOP inhibitor	FXIa inh 1536
1	CC(NC(=O)CSc1ncccn1)c1ccccc1 (stereo not given)	1	11	-2	2	0.4	2	-0.3	-1	-8
2	Cc1ccccc1-c1cc2nc(-c3ccc([N+](=O)[O-])cc3)cc(=O)n2[nH]1	2	4	11	-9	1.5	7	0.6	3	1
3	CC(C)NC(=O)CC(=O)N/N=C/c1ccccc1F	-1	3	25	5	-0.3	2	-3.0	5	-10

The list itself, from the start:
entry	Compound	Wee1 stabilizer	EP2 antag	PPC-1+TRAIL kill	TbHK1 inh	zVAD death inh	FXIIa inh	TNF death inh	CHOP inhibitor	FXIa inh 1536
1	CC(NC(=O)CSc1ncccn1)c1ccccc1 (stereo not given)	1	11	-2	2	0.4	2	-0.3	-1	-8
2	Cc1ccccc1-c1cc2nc(-c3ccc([N+](=O)[O-])cc3)cc(=O)n2[nH]1	2	4	11	-9	1.5	7	0.6	3	1
3	CC(C)NC(=O)CC(=O)N/N=C/c1ccccc1F	-1	3	25	5	-0.3	2	-3.0	5	-10
4	CCOC(=O)c1ccc(NC(=O)c2c(C)[nH]c(C(=O)OCC)c2C)cc1	-3	3	19	2	8.7	-15	1.4	-26	-5
5	CCOc1cc(C#N)c(NC(=O)c2cccnc2)cc1OCC	5	7	15	3	-0.4	5	-9.2	·	-3
6	CC(C)Cc1nc2n[nH]c(N)c2c2c1CCCC2	1	2	-1	-13	0.0	15	-3.3	-5	-8
7	Cc1ccnc(NS(=O)(=O)c2cccc([N+](=O)[O-])c2)c1	-1	3	-7	-4	0.1	13	2.3	11	2
8	O=C(CN1C(=O)c2cccc3cccc1c23)Nc1ccc2c(c1)OCO2	3	9	-7	-9	0.0	-2	-5.5	4	-11
9	Cc1ccc(NC(=O)c2c3c(nc4ccccc24)CCC3)cc1	1	5	6	-6	0.8	11	1.2	1	6
10	Cc1cc(NC(=O)COC(=O)C2CCCN2C(=O)c2cccs2)no1 (stereo not given)	-4	7	4	-8	-0.4	1	-2.6	3	2
11	Cc1cc(=O)[nH]c(N/N=C/c2cc(C)n(-c3ccccc3)c2C)n1	1	8	7	-44	1.0	6	-2.2	3	4
12	Cc1ccc(C(=O)C(C)OC(=O)C2=COCCO2)cc1C (stereo not given)	3	7	6	2	0.1	16	0.3	17	0
13	COc1ccc(NC(=O)COC(=O)c2ccc(NS(=O)(=O)/C=C/c3ccccc3)cc2)cc1	2	1	22	-7	6.3	13	3.2	11	-2
14	Nc1cccc(Nc2nc(OC(C(F)(F)F)C(F)(F)F)nc(OC(C(F)(F)F)C(F)(F)F)n2)c1	6	12	14	0	0.2	24	-0.4	100*	4
15	C=CCN(C(=O)CNC(=O)c1ccco1)C(C(=O)NC1CCCCC1)c1ccc(OC)cc1OC (stereo not given)	-1	16	6	3	-0.2	10	-0.6	20	-2
16	Cc1cccc(C)c1Nc1nnc(SCC(=O)NC2CCS(=O)(=O)C2)s1 (stereo not given)	2	4	26	-6	0.0	8	1.2	4	2
17	CCOC(=O)CSc1nc(N)c(C#N)c(CC(C)C)c1C#N	-4	-1	7	-4	-0.1	18	0.8	18	0
18	CCC(CC)C(=O)c1c[nH]c(C(=O)N2CCN(c3ccccc3F)CC2)c1	-3	-1	21	7	1.9	11	0.3	16	-1
19	COc1ccc(-n2c(C)c(C(=O)O)c3cc(OC)c4ccccc4c32)cc1	0	7	4	-7	-0.2	12	2.0	13	5
20	O=S(=O)(NCc1ccccn1)c1cc(OCC(F)(F)F)ccc1OCC(F)(F)F	1	0	16	8	0.7	4	2.1	7	8
21	Cc1ccccc1C(=O)NCCN1CCOCC1	-2	9	7	-4	6.8	6	0.6	-3	1
22	COc1ccc(-n2c(C)cc(C)c(C(C)=O)c2=S)cc1	-3	11	18	-18	0.8	-6	1.1	-12	-11
23	Cc1nc2ccccc2cc1C(=O)N/N=C/c1ccco1	-2	2	1	21	-0.4	7	0.9	18	8
24	COc1ccc(-c2csc3[nH]c(=S)n(-c4ccccc4)c(=O)c23)cc1OC	-4	16	19	-19	1.2	-2	2.2	-2	-9
25	Cc1cc(SCC(=O)N2CCC(c3noc4ccc(F)cc34)CC2)nc2ccccc12	0	15	24	1	0.4	-12	-0.6	41	-9
26	CCN1CC=C2C(C1)C(c1ccc(Cl)s1)C(C#N)=C(N)C2(C#N)C#N (stereo not given)	0	·	-4	31	-0.5	12	-2.2	7	0
27	CC1CCCCC1NC(=O)c1ccc(CSc2nc3ccncc3[nH]2)cc1 (stereo not given)	1	4	-7	-7	·	4	-1.0	2	-7
28	Cc1cc(C)n(C(=O)CNC(=O)COc2ccccc2)n1	1	6	9	-4	-0.3	3	0.1	6	-7
29	Cc1ccc(Cn2ncc3c(N4CCN(c5ccccc5C)CC4)ncnc32)cc1	-3	16	1	8	1.8	11	-1.7	51	7
30	CCOC(=O)/C=C1\SCC(=O)N1CC(=O)NCCc1ccc(F)cc1	2	5	-10	-6	1.8	3	0.3	17	-3
31	C=CCOc1c(Br)cc(/C=N/n2c(CC)n[nH]c2=S)cc1Br	1	4	22	2	0.7	0	0.7	107*	-1
32	Cc1[nH]n(-c2ccccc2)c(=O)c1/C=C1/C=c2ccccc2=N1	-1	17	8	-4	11	13	0.2	103*	0
33	CCC1(CC)C(=O)NC(=O)NC1=NCCc1c[nH]c2ccccc12	3	3	-3	6	0.1	-1	-3.0	4	-6
34	Cn1c(=O)c(=O)n(C)c2cc(S(=O)(=O)N3CCN(Cc4ccccc4)CC3)ccc21	1	·	-2	-17	-0.8	18	-0.7	2	1
35	CCc1ccc(C(=O)NNc2ccccc2F)cc1	1	7	-4	-1	-0.3	6	2.6	-7	2
36	COc1cc(/C=C(\CC(=O)O)c2nc3ccccc3s2)cc(OC)c1O	-3	8	9	-31	1.4	7	0.9	4	-2
37	CCC(NC(=O)Nc1cc(C)on1)(C(F)(F)F)C(F)(F)F	3	6	9	-6	0.7	9	3.0	12	3
38	CCC(C)(C)n1nnnc1C(c1ccc(O)c(OC)c1)N1CCc2ccccc2C1 (stereo not given)	-1	8	6	4	0.6	18	1.5	-65	7
39	Cc1ccc(S(=O)(=O)N2CCN(C(=O)c3cc(=O)[nH]c4ccccc34)CC2)c(C)c1	-1	18	0	-7	-0.4	-8	-2.3	20	-6
40	COc1cc2c(cc1OC)C(c1ccc(-c3ccc(Cl)c(Cl)c3)o1)=NCC2	5	10	12	-25	0.1	2	-6.7	80*	-6
41	Cc1nn(-c2ccccc2)c(Cl)c1C(=O)NCCN(C)C	8	3	7	7	0.5	6	0.1	5	4
42	COc1cccc(/C=N/n2c(CO)nc3ccccc32)c1OC	5	1	20	-18	0.8	10	-4.2	24	-3
43	CCC(=O)N1CCc2cc(S(=O)(=O)CCC(=O)Nc3nc(C)cs3)ccc21	-1	9	17	5	2.9	13	-1.2	36	5
44	CCC(CC)C(=O)c1c[nH]c(C(=O)NCCCn2ccnc2)c1	6	5	14	-1	1.0	9	-1.5	6	-1
45	CCOc1ccccc1N(C)C(=O)c1cc2c(=O)n(CC)c3ccccc3c2s1	-2	13	7	-28	0.0	10	0.7	31	1
46	CS(=O)(=O)N(Cc1ccccc1)c1ccccc1C(=O)O	-1	21	30	-5	0.5	4	0.4	7	9
47	Cc1ccccc1-c1nnc(-c2cccs2)o1	0	5	10	2	1.9	0	-0.8	-9	11
48	NS(=O)(=O)c1ccc(CCNC(=O)CSc2ccccc2)cc1	2	8	31	-4	-0.1	-18	-2.1	12	6
49	CC(=O)NC(=O)COC(=O)c1ccc2ncsc2c1	2	5	20	-1	-0.2	4	0.3	9	-4
50	O=C(NNC(=O)c1c(F)cccc1F)c1sccc1-n1cccc1	-1	4	7	3	-1.0	14	-0.4	10	4
51	CCc1nnc(NC(=O)c2cc(S(=O)(=O)N(CC)CC)ccc2Cl)s1	-2	4	3	-8	-1.1	12	1.2	-2	4
52	Cc1ccccc1S(=O)(=O)/N=C(/c1ccccc1)N1CCOCC1	-5	10	9	-9	2.4	5	1.9	-6	-6
53	COc1cccc(C2(O)CCN(C(=O)Cc3cccnc3)CC2)c1	-2	14	22	5	0.5	21	-0.4	-8	2
54	CC(NCc1ccc2c(c1)OCO2)C(=O)NC1CCCc2ccccc21 (stereo not given)	-1	13	-2	0	0.8	21	2.1	-4	6
55	CCC(=O)c1c[nH]c(C(=O)NCCCn2ccnc2)c1	-1	8	28	0	-0.3	5	-1.4	26	0
56	CCOC(=O)CCS(=O)(=O)c1ccc(-c2ccc(S(=O)(=O)CCC(=O)OCC)cc2)cc1	-1	7	12	-2	-0.2	13	-1.0	17	1
57	Cc1nc(-c2ccccc2)nc(Cl)c1Cl	0	6	12	-2	1.6	4	0.7	14	-3
58	COc1ccc(C[C@H]2CN3C(=NC[C@H]3Cc3ccccc3)N2CCNC(=O)c2ccc(C)c(Br)c2)cc1	·	13	48	30	0.3	8	-16	25	1
59	O=C(Nc1nnc(-c2ccccc2)o1)c1ccc(Cl)cc1	2	16	19	10	0.0	-3	-0.9	-26	-2

Compound activity from PubChem BioAssay.

The list is partial. The share of hits here may be higher or lower than overall.
